Lipid storage S3 – qHTS Assay for Lipid Storage Modulators in Drosophila S3 Cells; Drosophila S3 cells, BODIPY lipid droplet fluorescence, 18-24 h; cells fed with added oleic acid; lipid storage change, negative = inhibition, % at the top dose, mostly 46.1 µM; hits show Potency in µM; 0.64% of 320,000 active; AID 2685; active = well fitted inhibition curve with a large enough effect in the signal ratio, with a control signal flat, not every such curve was filed as active; inconclusive = small, poorly fitted or top-dose-only effect, or effect the other way, or a change in a side signal; the % refers to the signal ratio
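Laser-scanning cytometry quantifies lipid droplet accumulation (500–530 nm total intensity; droplet/cell object ratio) in oleic acid-fed (400 uM added) Drosophila S3 cells treated with a concentration series. 20 uM Triacsin C defined 100% inhibition.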
Lipid storage S3 cell count max – recorded beside Lipid storage S3, whose call it bears; cell number change, %; measured here: cell count max response;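 cells counted by Cell Tracker Red CMTPX staining in the red channel; peak over a dose series mostly up to 46.1 µM; percent activity relative to internal control wells on each plate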
The depositor's hits bear a star; i = inactive; ? = inconclusive; . = no result given. % is set by controls: 0 for no effect and ±100 for the full control effect; potency is the fitted concentration of half-maximal effect. The list is partial (hit frequency here may not be typical).

Fields: Lipid storage S3	Lipid storage S3 cell count max
CCc1ccc(-c2ccc3nnc(SCC(=O)NCC4CCCO4)n3n2)cc1 (centres undefined)
  -30%	-2
O=C1c2cccc3cccc(c23)N1Cc1cccc(F)c1
  ?	.
OCC1OC(Oc2cccc3ccccc23)C(O)C(O)C1O (centres undefined)
  ?	.
Cc1ccc(OCC(=O)N2CCOCC2)cc1C
  ?	.
Cc1cccc(C(=O)NCC(c2ccc(F)cc2)N2CCOCC2)c1 (centres undefined)
  i	.
CSCCC(NC(=O)c1cccc(C)c1)C(=O)Nc1sccc1C(N)=O (centres undefined)
  ?	.
CCN(CC)c1ccc(NC(=O)c2ccc(Cl)nc2)cc1
  ?	.
Cc1cc2nc(C3CCN(CC4COc5ccccc5O4)CC3)[nH]c2cc1C (centres undefined)
  i	.
COCCNC(=O)c1cc(S(=O)(=O)N2CCOCC2)ccc1SCc1cccc(OC)c1OC
  0%	6
CCN1CCC2(CC1)N=C(c1ccc(F)cc1)C(=S)N2
  -5%	-3
CCOc1nc(-c2ccc(OC)cc2)ccc1-c1noc(-c2ccncc2)n1
  ?	.
Cc1ccc(-c2nc3ccsc3c(=O)o2)cc1
  ?	.
CCn1cc(CN2CCN(CC(C)(C)C)C(CCO)C2)c2ccccc21 (centres undefined)
  ?	.
O=C(CCCCl)OCc1cn(-c2ccc(Cl)cc2)nn1
  7%	.
COc1cc2c(cc1OC)/C(=C/C(=O)c1ccccc1F)NCC2
  ?	.

Next part:
Fields: Lipid storage S3	Lipid storage S3 cell count max
CC(C)n1c(N2CCN(C(=O)NCc3ccccc3)CC2)nc2ccccc21
  5%	-4
O=C(NCc1cccnc1)C1CCCN1S(=O)(=O)c1ccc(Cl)cc1 (centres undefined)
  ?	.
COC(=O)c1ccccc1S(=O)(=O)N1CCC(NC(=O)C(Cc2cccc(OC)c2OC)NC(C)=O)CC1 (centres undefined)
  2%	2
Cc1ccnc(SCc2cn3c(C)cc(C)nc3n2)n1
  ?	.
O=C(CSC(=S)N1CCCCC1)Nc1ncc2c(n1)CC(c1ccco1)CC2=O (centres undefined)
  -1%	10
O=C(NCc1ccccc1Cl)C1CCCN(c2nc3ccsc3c(=O)s2)C1 (centres undefined)
  ?	.
CCN(CC)S(=O)(=O)c1ccc(C)c(NC(=O)CN2CCN(Cc3ccccc3)CC2)c1
  2%	-5
Cc1nc2[nH]onc2c2nccc(=O)c12
  i	-1
CCOC(=O)CSc1nnc(-c2ccccc2OC)o1
  -17%	1
O=C(CCCSc1ccccc1)Nc1nc(-c2ccco2)c(-c2ccco2)s1
  ?	.
Cc1ccccc1S(=O)(=O)/N=C(/Nc1c(C)n(C)n(-c2ccccc2)c1=O)c1ccccc1
  0%	-17
CC(C)(C)C1CCC(=NNC(=O)C2COc3ccccc3O2)CC1 (centres undefined)
  ?	.
CC(C)Oc1cccc(C(=O)C2CCCN(C(=O)CCc3cnn(C)c3)C2)c1 (centres undefined)
  -2%	15
O=C(NCc1ccc(F)cc1)C1CCN(S(=O)(=O)c2ccc(Br)s2)CC1
  ?	.
Cc1nc2ccc(F)cc2cc1C(=O)NC(C)C
  3%	2

(listing goes on)
Fields: Lipid storage S3	Lipid storage S3 cell count max
OCCN(Cc1ccccc1)Cc1ccccc1F
  -9%	-24
O=C(O)c1cn(-c2ccccc2)nc1-c1ccncc1
  0%	-3
C(=N\NC1=Nc2cccc3cccc1c23)/c1ccccc1
  ?	.
CC1CCN(S(=O)(=O)c2ccccc2)CC1
  -12%	-9
Cc1cc(OCC(=O)N2CCCC2)ccc1Cl
  ?	.
O=C(CSc1nnnn1-c1ccc2c(c1)OCCO2)OC1CCCCC1
  i	.
COc1cccc(C(=O)Nc2ccc(N3CCN(C(=O)c4cccs4)CC3)cc2)c1
  ?	.
OCC1(CCc2ccccc2)CCN(Cc2ccc(OC(F)F)cc2)CC1
  ?	.
O=c1[nH]c2ccccc2c(O)c1-c1ccccc1[N+](=O)[O-]
  4%	3
O=C(O)[C@@H]1[C@@H]2C[C@@H]2CN1c1ncccc1[N+](=O)[O-]
  ?	.
NC(=O)c1c(NC(=O)c2ccncc2)sc2c1CCCCCC2
  i	.
CCCc1nc(SCC(=O)Nc2ccccc2OC)c2c(=O)n(C)c(=O)n(C)c2n1
  ?	.
N#Cc1c(-c2ccccc2)cc(C2CC2)nc1SCC(=O)c1cccs1
  -5%	0
CC(SCc1ccccc1)C(=O)NCc1ccccn1 (centres undefined)
  18%	2
COC(=O)C1C2C=CC3(CN(c4ccc(Cl)c(F)c4)C(=O)C13)O2 (centres undefined)
  i	.

More entries follow.
Fields: Lipid storage S3	Lipid storage S3 cell count max
CC1CCCCN1C(=O)COC(=O)c1cccc(NS(=O)(=O)c2ccccc2)c1 (centres undefined)
  ?	.
Nc1nc(Nc2ccccc2F)nc(NCCO)c1[N+](=O)[O-]
  1%	27
CCOC(=O)Cn1c(=O)c2c(nc(Br)n2Cc2ccccc2Cl)n(C)c1=O
  7%	-10
Cc1snc(S(=O)(=O)Cc2c(Cl)cccc2Cl)c1C#N
  -9%	-18
COc1ccccc1N1CC(C)C(=O)NC1=S (centres undefined)
  -1%	-1
COc1cccc(NC(=O)COc2ccccc2)c1
  -9%	25
Cc1ccc(NS(=O)(=O)c2ccc(C(=O)OCC(=O)NCC3CCCO3)cc2)cc1 (centres undefined)
  ?	.
Cc1c(NC(=O)C2(c3ccccc3)CCCC2)c(=O)n(-c2ccccc2)n1C
  ?	.
COc1ccc(/C=C(\NC(=O)c2ccc([N+](=O)[O-])cc2)C(=O)NCCN2CCOCC2)cc1
  ?	.
CC(=O)Nc1ccc(-c2csc(NC(=O)C3CCN(S(=O)(=O)c4cccs4)CC3)n2)cc1
  ?	.
CCCCCCCCn1c(=O)c(C(=O)OCC)c(O)c2ccccc21
  i	1
CS(=O)(=O)Nc1ccc(C(=O)Nc2ccccc2-c2ccccc2)cc1
  -9%	6
CCN1CCC(NC(=O)Nc2cc(Cl)ccc2OC)CC1
  i	.
O=C(CN(Cc1ccccc1F)C(=O)Cn1nnc(-c2cccs2)n1)NC1CCCCC1
  ?	.
Cc1c(NC(=O)Nc2ccc3c(c2)OCO3)c(=O)n(-c2ccccc2)n1C
  ?	.

(continued)
Fields: Lipid storage S3	Lipid storage S3 cell count max
COc1ccccc1C(=O)c1cc2ccc(O)cc2oc1=O
  ?	.
Cc1nnc(SCC(=O)N2CCN(c3ccccc3)CC2)n1-c1ccccc1
  9%	0
O=C(COC(=O)/C=C/c1ccc([N+](=O)[O-])cc1)Nc1ccc2[nH]c(=O)[nH]c2c1
  ?	.
CCN(CC)CCN(C(=O)c1cc2ccccc2cc1OC)c1nc2ccc(OC)cc2s1
  ?	.
C/C=C(/C)C(=O)OC1c2c(ccc3ccc(=O)oc23)OC(C)(C)C1OC(C)=O (centres undefined)
  -21%	-8
COc1ccc(S(=O)(=O)Nc2cccc(-c3ccc(N4CCCCCC4)nn3)c2)c(OC)c1
  ?	.
COc1ccccc1NC(=S)NCc1ccccc1Cl
  -9%	3
N#CC(c1ccccc1)c1ccc(=O)[nH]n1 (centres undefined)
  ?	.
O=c1cc2c(n[nH]1)-c1ccccc1CC2
  0%	1
O=C(COC(=O)c1cccnc1Cl)Nc1ccc(N2CCCCC2)cc1
  12%	-14
O=C(Cc1ccccc1)NCC(=O)N/N=C/c1cccs1
  8%	.
CC(C(=O)N1CCOCC1)N1C(=O)c2cccc3cccc(c23)C1=O (centres undefined)
  ?	.
Cc1ccc(N2CCN(C(=O)N3CCCC3)CC2)cc1Cl
  ?	.
C/C=C/C=[N+](\[O-])C(C)/C(=N/O)c1ccc(F)cc1 (centres undefined)
  ?	.
Oc1ccccc1-c1cc(C(F)(F)C(F)F)nc(-c2ccccc2)n1
  14%	.

New compounds follow.
Fields: Lipid storage S3	Lipid storage S3 cell count max
COc1ccc(NCc2nc3ccccc3n2CCOc2ccc(C)cc2)cc1
  ?	.
Cc1cccc(NC(=O)Nc2cnccn2)c1
  ?	.
Cc1onc(-c2c(F)cccc2Cl)c1C(=O)NC(C)c1ccccc1 (centres undefined)
  ?	.
COc1cc2c(cc1OC)C(CC#N)=NC(C)(C)C2
  ?	.
O=C(Cc1ccccc1)c1ccc(Cl)cc1
  11%	-1
CCOc1ccc(N2C(=O)S/C(=C\c3cc(OC)c(OC)c(OC)c3)C2=O)cc1
  6%	6
O=C(O)c1cccc(-c2ccc(/C=c3/sc4nc5ccccc5n4c3=O)o2)c1
  ?	.
O=C(NCCN1CCc2ccccc2C1)Nc1ccc(F)cc1
  1%	-4
CCCS(=O)(=O)N1CCCC(c2nc(-c3ccc(OC)cc3)no2)C1 (centres undefined)
  ?	.
COc1ccccc1NC(=O)Cn1nnc(-c2ccccc2NS(=O)(=O)c2ccccc2)n1
  -24%	-1
CN(Cc1ccc2ccccc2c1)C(=O)c1ccc(C(F)(F)F)cc1
  i	-6
CC(=O)N=C1SC2CS(=O)(=O)CC2N1c1ccccc1Cl (centres undefined)
  -13%	7
CCCOC(=O)Cn1cnc2scc(-c3ccc(C)cc3)c2c1=O
  ?	.
CC12C=CC3(O1)C(C(=O)N1CCCOC13)C2C(=O)O (centres undefined)
  -9%	-2
Cc1ccc(C(=O)NN(CCC(=O)NC(C)(C)C)C2=NS(=O)(=O)c3ccccc32)cc1
  ?	.

Among those listed so far, 4 have a COOH group.
Fields: Lipid storage S3	Lipid storage S3 cell count max
O=C(O)c1cn(-c2ccccc2)nc1-c1ccncc1
  0%	-3
O=C(O)[C@@H]1[C@@H]2C[C@@H]2CN1c1ncccc1[N+](=O)[O-]
  ?	.
O=C(O)c1cccc(-c2ccc(/C=c3/sc4nc5ccccc5n4c3=O)o2)c1
  ?	.
CC12C=CC3(O1)C(C(=O)N1CCCOC13)C2C(=O)O (centres undefined)
  -9%	-2

Other results:
Fields: Lipid storage S3	Lipid storage S3 cell count max
O=C(C1CC(c2ccccc2O)=NO1)N1CCCC1 (centres undefined)
  ?	.
CCS(=O)(=O)N1CCC(C(=O)NCc2ccc(F)cc2Cl)CC1
  ?	.
O=C(Cn1ccc2cc(S(=O)(=O)N3CCCC3)ccc21)NCc1ccco1
  -15%	0
CC(C)c1ccc(NC(=S)NNC(=O)c2cccs2)cc1
  ?	.
Cc1ccnc(NC(=O)c2ccccc2NC(=O)c2ccc(Cl)cc2Cl)c1
  ?	.
CCn1c(=O)n(CC)c2cc(NC(=O)c3ccccc3Cl)ccc21
  ?	.
COc1ccccc1N1CCN(C2CC(=O)N(c3ccccc3)C2=O)CC1 (centres undefined)
  i	9
O=C1ON=C(c2ccccc2)/C1=C/c1ccco1
  ?	.
CCC(C)NC(=O)c1ccccc1NC(=O)/C(=C/c1ccc(OC)cc1)c1ccccc1 (centres undefined)
  ?	.
CCn1c(SCC(=O)NC2CC2)nnc1-c1ccc(F)cc1
  10%	3
Cc1ccnc(NC(c2ccsc2)c2ccc3ccc(C)nc3c2O)c1 (centres undefined)
  ?	.
CSc1cccc(CN2CCC(CO)(Cc3ccccc3)CC2)c1
  2%	5
Cc1cc2ccccc2n1CCNC(=O)Cc1ccccc1
  i	.
COc1ccc(OC)c(NC(=O)C2CCCN(S(=O)(=O)c3cccc4nonc34)C2)c1 (centres undefined)
  ?	.
O=C(O)CCCCCCCCCC(=O)c1cccs1
  i	-20

Part of the list above in order of length of the SMILES, highest first.
Fields: Lipid storage S3	Lipid storage S3 cell count max
COc1ccc(OC)c(NC(=O)C2CCCN(S(=O)(=O)c3cccc4nonc34)C2)c1 (centres undefined)
  ?	.
CCC(C)NC(=O)c1ccccc1NC(=O)/C(=C/c1ccc(OC)cc1)c1ccccc1 (centres undefined)
  ?	.
O=C(Cn1ccc2cc(S(=O)(=O)N3CCCC3)ccc21)NCc1ccco1
  -15%	0
CCS(=O)(=O)N1CCC(C(=O)NCc2ccc(F)cc2Cl)CC1
  ?	.
Cc1ccnc(NC(c2ccsc2)c2ccc3ccc(C)nc3c2O)c1 (centres undefined)
  ?	.
Cc1cc2ccccc2n1CCNC(=O)Cc1ccccc1
  i	.
O=C(O)CCCCCCCCCC(=O)c1cccs1
  i	-20

(next part)
Fields: Lipid storage S3	Lipid storage S3 cell count max
NC1=NC(c2ccc(F)cc2)n2c(nc3ccccc32)N1 (centres undefined)
  ?	.
COc1ccc(C2CC(=O)C3=C(C2)Nc2ncnn2C3c2ccccc2C)c(OC)c1 (centres undefined)
  ?	.
Cn1cnc2cc(NCc3cccs3)ccc21
  0%	-2
O=C(Cn1c(=O)oc2cc(S(=O)(=O)N3CCCC3)ccc21)NC1CCCc2ccccc21 (centres undefined)
  ?	.
Nn1c(C2CCC2)nc2ccccc2c1=O
  0%	18
O=C(O)c1cc(N2C(=O)CCC2=O)ccc1Cl
  i	-23
COCCNS(=O)(=O)c1cc(C(=O)O)ccc1OC
  0%	-12
CC1=[N+](C)N(c2ccccc2)C(=O)C1N=Cc1ccc(Cl)cc1 (centres undefined)
  ?	.
COc1ccc2oc(=O)c(C(=O)NC3CCCCCC3)cc2c1
  i	6
CCn1c(=O)n(CC)c2cc(N3CCCC3)c(NC(=O)c3ccccc3Br)cc21
  2%	.
Cc1ccccc1C(=O)Nc1nnc(S(=O)(=O)N2CCCCC2)s1
  ?	.
COc1ccc(C(C(=O)NCC2CCCO2)N(Cc2ccccc2)C(=O)CNC(=O)c2ccco2)cc1OC (centres undefined)
  ?	.
Cc1oc(-c2ccc(Cl)cc2)nc1CN1CCC(C(=O)NCc2ccco2)CC1
  12%	-3

Assay outcomes from PubChem.
